Compound activity from PubChem.
CHO-K1 Ca antag = M1 antagonist counterscreen hit in parental CHO-K1 cells; ATP-induced calcium, Fluo-8 fluorescence; inhibition, % at 3 µM; actives 0.6% (n = 360,000);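 active = inhibition above a per-plate cutoff, the plate's mean sample inhibition plus 3 SD, cut at about 24% in these data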;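 also: 0% = DMSO plus EC80 ATP and 100% = DMSO alone without ATP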
CHO parental Ca = counter-screen for OX1R antagonists: effect in parental CHO cells; actives 0.63% (n = 330,000); parental CHO-K1, ATP-induced calcium, Fluo-8 fluorescence; inhibition, % at 5.6 µM;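 active = inhibition above that plate's mean sample inhibition plus 3 SD, cut at about 26% in these data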;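 also: 0% = ATP-challenged DMSO wells and 100% = DMSO wells without ATP; some compounds past the cut are filed as inactive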
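Test system: parental CHO cells; detection: calcium-sensitive Fluo-8 fluorescence; evaluation: percent inhibition of calcium signal; also added: ATP as calcium-mobilizing challenge; repeats: one well per compound; control set: ATP-challenged DMSO wells low, unchallenged DMSO wells high; compound: single nominal dose of 5.6 µM per compound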
GPR7 antag = antagonists of human GPR7 (neuropeptides B/W receptor 1); GPR7-expressing cells, fluorescence antagonist assay; inhibition, % at 4.4 µM; actives 1.1% (n = 290,000); AID 1861; in the data active = inhibition above about 16%, passing the limit was not always enough;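 also: cells stimulated with the agonist NPW; 0% = agonist with vehicle and 100% = vehicle without agonist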
OXTR potentiator = potentiates the human oxytocin receptor response; P30559; CHO-OTR cells, Fluo-8 calcium fluorescence, potentiator mode; 0% = oxytocin EC15, 100% = EC100; activation, % at 3 µM; actives 0.061% (n = 320,000); AID 2445;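 active = activation above that plate's cutoff, the mean activation of tested compounds plus 3 SD, cut at about 6.6% in these data, passing the limit was not always enough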;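 also: 100% uses oxytocin at 75 nM as the full agonist control; some results filed as inactive read as strong as hits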
Target sequence (P30559 whole entry, looked up): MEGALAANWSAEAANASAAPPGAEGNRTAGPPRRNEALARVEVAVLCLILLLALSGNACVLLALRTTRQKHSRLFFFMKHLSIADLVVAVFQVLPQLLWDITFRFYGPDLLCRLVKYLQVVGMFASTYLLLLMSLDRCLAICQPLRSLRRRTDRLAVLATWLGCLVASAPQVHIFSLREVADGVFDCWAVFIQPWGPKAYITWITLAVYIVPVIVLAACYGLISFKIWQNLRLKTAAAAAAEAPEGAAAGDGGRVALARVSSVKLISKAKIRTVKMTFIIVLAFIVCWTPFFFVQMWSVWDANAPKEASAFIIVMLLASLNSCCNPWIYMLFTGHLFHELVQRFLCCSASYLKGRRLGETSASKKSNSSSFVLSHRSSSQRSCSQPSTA
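Dosing: Single dose, 3.0 µM nominal final compound concentration | Material: Human OTR in CHO cells | Technique: Kinetic Fluo-8 calcium fluorescence | Benchmarks: EC15 oxytocin alone as 0%, 75 nM oxytocin as 100% | Probe or stimulus: Oxytocin at about EC15, sub-maximal agonist stimulus | Incubation: Compound 6 min at room temperature before oxytocin, 100 s read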
V1R ag counter = activates human V1a receptor in oxytocin agonist counter-screen. P37288. activation, % at 3 µM. actives 0.25% (n = 320,000). AID 2797. CHO-V1R cells, Fluo-8 calcium fluorescence, agonist mode; 0% DMSO, 100% 3 nM vasopressin;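 active = activation above the mean activation of all tested compounds plus 3 SD, per screening run, cut at about 20% in these data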;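 also: signal is peak over basal fluorescence ratio across a 100 second FLIPR read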
Target sequence (P37288 whole entry, looked up): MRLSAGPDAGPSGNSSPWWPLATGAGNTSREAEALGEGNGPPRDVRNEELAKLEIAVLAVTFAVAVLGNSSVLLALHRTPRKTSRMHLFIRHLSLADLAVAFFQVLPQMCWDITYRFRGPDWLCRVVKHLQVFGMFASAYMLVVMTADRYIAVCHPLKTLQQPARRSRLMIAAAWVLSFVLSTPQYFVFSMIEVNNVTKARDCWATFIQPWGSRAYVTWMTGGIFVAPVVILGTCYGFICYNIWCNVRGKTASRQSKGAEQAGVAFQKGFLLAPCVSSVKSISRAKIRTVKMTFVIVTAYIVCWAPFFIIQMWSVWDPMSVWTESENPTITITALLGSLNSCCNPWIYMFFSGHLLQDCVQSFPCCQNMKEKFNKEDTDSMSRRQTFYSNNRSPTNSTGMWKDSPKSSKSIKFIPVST
OXTR agonist = activates the human oxytocin receptor | P30559 | CHO-OTR cells, Fluo-8 calcium fluorescence; normalized: DMSO 0%, oxytocin 100% | activation, % at 3 µM | actives 0.32% (n = 320,000) | AID 2435;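 active = activation above the mean of all tested compounds plus 3 SD, cutoff set per screening run, cut at about 20% in these data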;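 also: peak over basal fluorescence ratio from a 100 s FLIPR kinetic read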
M1 ag parental = nonselective activator or artifact in parental CHO-K1 cells | Fluo-8 calcium fluorescence; scaled to maximal ATP response, vehicle zero | actives 0.48% (n = 360,000) | activation, % at 3 µM; in the data active = activation above about 15%;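 also: untransfected CHO-K1 host cells lacking M1 receptor as counterscreen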
M1 PAM parental = M1 PAM counterscreen hit in parental CHO-K1 cells; ATP EC20, Fluo-8 calcium fluorescence; 0% at ATP EC20, 100% at ATP max; activation, % at 3 µM; actives 0.02% (n = 360,000); AID 602247;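 active = activation above the run cutoff, the mean activation of all test compounds plus 3 SD, cut at about 40% in these data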;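 also: peak over basal fluorescence ratio in a 140 s read after ATP addition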
TAAR1 antag = antagonists of human TAAR1 | CHO RD-HGA16 TAAR1, Fluo-8 calcium fluorescence, antagonist | inhibition, % at 3 µM | actives 1.5% (n = 360,000) | AID 624466;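 active = inhibition above a per-plate cutoff, the mean inhibition of test compounds on that plate plus 3 SD, cut at about 49% in these data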;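 also: 0% = DMSO plus EC80 beta-PEA response and 100% = DMSO alone without agonist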
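Test system – hTAAR1-expressing CHO RD-HGA16 cells, Gα16-coupled · Reagent – β-PEA at EC80 concentration, post-compound challenge · Compound dosing – 3 µM, single point · Timing – 140 s kinetic read after compound, 140 s after agonist · Detection – Fluo-8 intracellular calcium dye fluorescence, real-time kinetic reads · Control set – DMSO and EC80 PEA controls · Repeats – n of 1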
* hit, by the source's call. Hits appear at their usual frequency; any-hit rate near 3.5%.

How did S=C1NCN(Cc2ccco2)CN1Cc1ccco1 do in these assays?
CHO-K1 Ca antag: -12; CHO parental Ca: 1; GPR7 antag: 3; OXTR potentiator: -1; V1R ag counter: -0.1; OXTR agonist: 0.5; M1 ag parental: 3.0; M1 PAM parental: 13; TAAR1 antag: -21

How did C=CCn1c(SCC(=O)NCc2ccc3c(c2)OCO3)nc2scc(-c3ccccc3)c2c1=O do in these assays?
CHO-K1 Ca antag: -16; CHO parental Ca: -20; GPR7 antag: -2; OXTR potentiator: -13; V1R ag counter: 2.3; OXTR agonist: -1.9; M1 ag parental: 0.7; M1 PAM parental: 19; TAAR1 antag: 14

What do the screens show for `CC(=O)c1sc(NC(=O)CCN2C(=O)C3CC=CCC3C2=O)nc1-c1ccccc1` (stereo not drawn)?
CHO-K1 Ca antag: -16; CHO parental Ca: -21; OXTR potentiator: -4; V1R ag counter: 1.0; OXTR agonist: 1.5; M1 ag parental: 3.3; M1 PAM parental: 7; TAAR1 antag: 6

How did COc1cc(SC)ccc1C(=O)Nc1nccs1 do in these assays?
CHO-K1 Ca antag: -13; CHO parental Ca: -20; GPR7 antag: -3; OXTR potentiator: -10; V1R ag counter: -1.1; OXTR agonist: -0.3; M1 ag parental: 0.9; M1 PAM parental: 22; TAAR1 antag: -3

Results for COc1cc(NC(=O)CS(=O)(=O)c2ccccc2)cc(OC)c1OC ?
CHO-K1 Ca antag: -8; CHO parental Ca: 2; GPR7 antag: -14; OXTR potentiator: -4; V1R ag counter: -0.6; OXTR agonist: 0.2; M1 ag parental: 0.4; M1 PAM parental: 20; TAAR1 antag: 2

How did CCc1ccccc1N(CC(=O)NC1CCCCC1)C(=O)CCCC(=O)Nc1ccccn1 do in these assays?
CHO-K1 Ca antag: -9; CHO parental Ca: -21; GPR7 antag: 7; OXTR potentiator: -4; V1R ag counter: 0.3; OXTR agonist: 0.3; M1 ag parental: 1.2; M1 PAM parental: 8; TAAR1 antag: 2

Results for Cc1ccc(S(=O)(=O)N2CCOCC2)cc1NC(=O)COC(=O)CNC(=O)c1ccccc1 ?
CHO-K1 Ca antag: -1; CHO parental Ca: -19; GPR7 antag: -10; OXTR potentiator: -2; V1R ag counter: 0.0; OXTR agonist: -1.2; M1 ag parental: 0.1; M1 PAM parental: 7; TAAR1 antag: 0

Results for Cc1cccc(Cl)c1NC(=O)N1CCCN(c2ncccc2[N+](=O)[O-])CC1 ?
CHO-K1 Ca antag: -3; CHO parental Ca: -5; GPR7 antag: -2; OXTR potentiator: 0; V1R ag counter: 0.4; OXTR agonist: -2.3; M1 ag parental: 2.0; M1 PAM parental: 15; TAAR1 antag: -1

Results for C[C@@H]1CN([C@@H](C)CO)S(=O)(=O)c2ccc(/C=C/c3ccccc3)cc2O[C@@H]1CN(C)Cc1ccc(C(=O)O)cc1 ?
CHO-K1 Ca antag: 1; M1 ag parental: 0.7; M1 PAM parental: 18; TAAR1 antag: -55

How did Cc1ccc(S(=O)(=O)NC(=O)c2ccccc2F)cc1 do in these assays?
CHO-K1 Ca antag: -6; CHO parental Ca: 11; GPR7 antag: -8; OXTR potentiator: -9; V1R ag counter: 0.8; OXTR agonist: 0.1; M1 ag parental: 0.8; M1 PAM parental: 5; TAAR1 antag: -16

What do the screens show for `CCN(C(=O)c1cnc(N2CCN(c3ncccn3)CC2)c2ccccc12)c1cccc(Cl)c1`?
CHO-K1 Ca antag: 2; CHO parental Ca: -12; GPR7 antag: -3; OXTR potentiator: 0; V1R ag counter: -0.6; OXTR agonist: -0.2; M1 ag parental: 1.5; M1 PAM parental: 12; TAAR1 antag: 50*

Results for CC(=O)Nc1cccc(Oc2ccc3c(c2)C(=O)N(CCC(=O)O)C3=O)c1 ?
CHO-K1 Ca antag: 2; CHO parental Ca: -8; GPR7 antag: -14; OXTR potentiator: -19; V1R ag counter: 0.4; OXTR agonist: 0.0; M1 ag parental: 0.3; M1 PAM parental: -2; TAAR1 antag: -7

Results for O=C(Nc1ccccc1C(=O)Nc1ccccc1)c1ccccc1Br ?
CHO-K1 Ca antag: 3; CHO parental Ca: -4; OXTR potentiator: -6; V1R ag counter: -1.0; OXTR agonist: -3.1; M1 ag parental: 2.7; M1 PAM parental: -4; TAAR1 antag: -23

Results for CCNC(=S)N(CCO)Cc1cc2cc3c(cc2[nH]c1=O)OCO3 ?
CHO-K1 Ca antag: 1; CHO parental Ca: 12; GPR7 antag: -8; OXTR potentiator: -3; V1R ag counter: 0.3; OXTR agonist: -0.2; M1 ag parental: 0.1; M1 PAM parental: 5; TAAR1 antag: -3

How did O=C(Cn1cnc2c(oc3ccccc32)c1=O)c1ccccc1 do in these assays?
CHO-K1 Ca antag: 0; CHO parental Ca: 0; GPR7 antag: 0; OXTR potentiator: -16; V1R ag counter: 0.3; OXTR agonist: 5.4; M1 ag parental: 0.8; M1 PAM parental: 12; TAAR1 antag: 9

Results for CCOc1ccc(Br)cc1S(=O)(=O)N1CC(C)OC(C)C1 (stereo not drawn) ?
CHO-K1 Ca antag: -2; CHO parental Ca: -16; GPR7 antag: -13; OXTR potentiator: -4; V1R ag counter: -0.6; OXTR agonist: -2.1; M1 ag parental: -0.4; M1 PAM parental: 6; TAAR1 antag: 2

Results for Cc1c(Cl)cccc1NC(=S)NCCc1ccc(C(F)(F)F)cc1 ?
CHO-K1 Ca antag: -3; CHO parental Ca: 24; GPR7 antag: -12; OXTR potentiator: -12; V1R ag counter: 1.6; OXTR agonist: -0.6; M1 ag parental: 7.8; M1 PAM parental: 3; TAAR1 antag: -3

Results for COc1ccc(C)cc1S(=O)(=O)NC1CC1 ?
CHO-K1 Ca antag: -8; CHO parental Ca: -6; GPR7 antag: -2; OXTR potentiator: -6; V1R ag counter: 1.3; OXTR agonist: 0.3; M1 ag parental: 0.1; M1 PAM parental: 0; TAAR1 antag: -15

Results for O=C(c1ccc(C(F)(F)F)cc1)N(CCCn1ccnc1)C(c1ccccn1)c1nc2ccccc2[nH]1 (stereo not drawn) ?
CHO-K1 Ca antag: -25; M1 ag parental: 0.7; M1 PAM parental: 17; TAAR1 antag: -14

How did O=C(O)COc1ccccc1C1C2C(=O)N(c3ccc(F)cc3)C(=O)C2ON1c1ccccc1 (stereo not drawn) do in these assays?
CHO-K1 Ca antag: 1; CHO parental Ca: -32; GPR7 antag: 5; OXTR potentiator: -14; V1R ag counter: 0.2; OXTR agonist: -1.4; M1 ag parental: 3.5; M1 PAM parental: 0; TAAR1 antag: 45

Results for FC(F)(F)c1cccc(Nc2nc(N3CCCC3)nc(N3CCCC3)n2)c1 ?
CHO-K1 Ca antag: 1; CHO parental Ca: -18; GPR7 antag: -10; OXTR potentiator: 0; V1R ag counter: 0.4; OXTR agonist: 0.3; M1 ag parental: 1.2; M1 PAM parental: 13; TAAR1 antag: -4

What do the screens show for `CCOC(=O)CNC(=O)CSc1nc(N)cc(N)n1`?
CHO-K1 Ca antag: -7; CHO parental Ca: 3; GPR7 antag: -6; OXTR potentiator: -13; V1R ag counter: 0.1; OXTR agonist: -0.4; M1 ag parental: 0.5; M1 PAM parental: 19; TAAR1 antag: -11

How did Oc1ccc(C[C@H]2CNC(=S)N2CC2CCCN2C[C@H](Cc2ccc(O)cc2)N2C[C@H](Cc3ccc(O)cc3)N(CC3CCCCC3)C2=S)cc1 (stereo partly drawn) do in these assays?
CHO-K1 Ca antag: 17; M1 ag parental: 0.0; M1 PAM parental: -15; TAAR1 antag: 2

How did Cc1ccc(S(=O)(=O)N2C[C@@H](C)[C@]3(C2)[C@H](O)[C@H](OC(=O)NCc2ccccc2F)C[C@H]2C(=O)N(c4ccccc4)C(=O)[C@H]23)cc1 do in these assays?
CHO-K1 Ca antag: 8; M1 ag parental: 1.4; M1 PAM parental: 1; TAAR1 antag: 8

How did CCOCCCNC(=O)c1cn(C)c(=O)c2cc(OC)c(OC)cc12 do in these assays?
CHO-K1 Ca antag: -5; CHO parental Ca: -13; GPR7 antag: -1; OXTR potentiator: -9; V1R ag counter: 2.3; OXTR agonist: 0.9; M1 ag parental: 0.1; M1 PAM parental: 19; TAAR1 antag: 0

Results for N=c1sccn1CC(=O)Nc1ccccc1-c1ccccc1 ?
CHO-K1 Ca antag: -3; CHO parental Ca: -36; GPR7 antag: 8; OXTR potentiator: -8; V1R ag counter: 1.1; OXTR agonist: 1.3; M1 ag parental: 0.6; M1 PAM parental: 4; TAAR1 antag: 9

What do the screens show for `Cn1c(CC(=O)Nc2ccccc2F)nnc1SCC(=O)NC1CCCC1`?
CHO-K1 Ca antag: -14; CHO parental Ca: -7; GPR7 antag: -7; OXTR potentiator: 0; V1R ag counter: 0.7; OXTR agonist: -0.1; M1 ag parental: 0.8; M1 PAM parental: -1; TAAR1 antag: -2

Results for O=C(c1cccc(Br)c1)N1CCN(C(=O)N2CCOCC2)CC1 ?
CHO-K1 Ca antag: -7; CHO parental Ca: 6; GPR7 antag: -7; OXTR potentiator: -7; V1R ag counter: 0.7; OXTR agonist: 0.8; M1 ag parental: 0.1; M1 PAM parental: 13; TAAR1 antag: 6

How did Cc1ccc(S(=O)(=O)Cn2nnnc2CN2CCN(Cc3ccc4c(c3)OCO4)CC2)cc1 do in these assays?
CHO-K1 Ca antag: -11; CHO parental Ca: -20; GPR7 antag: -5; OXTR potentiator: -18; V1R ag counter: 4.2; OXTR agonist: 1.5; M1 ag parental: 2.1; M1 PAM parental: 15; TAAR1 antag: -13

Looked up by compound from above (3):
How did CCOCCCNC(=O)c1cn(C)c(=O)c2cc(OC)c(OC)cc12 do in these assays?
CHO-K1 Ca antag: -5; CHO parental Ca: -13; GPR7 antag: -1; OXTR potentiator: -9; V1R ag counter: 2.3; OXTR agonist: 0.9; M1 ag parental: 0.1; M1 PAM parental: 19; TAAR1 antag: 0

Results for O=C(c1cccc(Br)c1)N1CCN(C(=O)N2CCOCC2)CC1 ?
CHO-K1 Ca antag: -7; CHO parental Ca: 6; GPR7 antag: -7; OXTR potentiator: -7; V1R ag counter: 0.7; OXTR agonist: 0.8; M1 ag parental: 0.1; M1 PAM parental: 13; TAAR1 antag: 6

What do the screens show for `CCOC(=O)CNC(=O)CSc1nc(N)cc(N)n1`?
CHO-K1 Ca antag: -7; CHO parental Ca: 3; GPR7 antag: -6; OXTR potentiator: -13; V1R ag counter: 0.1; OXTR agonist: -0.4; M1 ag parental: 0.5; M1 PAM parental: 19; TAAR1 antag: -11
